Screens as filed in PubChem.
SR-BI DiI inh – inhibitors of mouse SR-BI mediated HDL lipid uptake. actives 0.96% (n = 320,000). Q61009. inhibition, % at 12.5 µM. ldlA[mSR-BI] CHO cells, DiI-HDL uptake fluorescence, 3 h;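 active means mean replicate inhibition of at least 70% and a set share of replicates each scoring 70 or more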;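 further: 0% = median of neutral control wells and 100% = median of positive control wells; values of inactives mirror those of a sister screen read the other way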
Target sequence (Q61009 whole entry, looked up): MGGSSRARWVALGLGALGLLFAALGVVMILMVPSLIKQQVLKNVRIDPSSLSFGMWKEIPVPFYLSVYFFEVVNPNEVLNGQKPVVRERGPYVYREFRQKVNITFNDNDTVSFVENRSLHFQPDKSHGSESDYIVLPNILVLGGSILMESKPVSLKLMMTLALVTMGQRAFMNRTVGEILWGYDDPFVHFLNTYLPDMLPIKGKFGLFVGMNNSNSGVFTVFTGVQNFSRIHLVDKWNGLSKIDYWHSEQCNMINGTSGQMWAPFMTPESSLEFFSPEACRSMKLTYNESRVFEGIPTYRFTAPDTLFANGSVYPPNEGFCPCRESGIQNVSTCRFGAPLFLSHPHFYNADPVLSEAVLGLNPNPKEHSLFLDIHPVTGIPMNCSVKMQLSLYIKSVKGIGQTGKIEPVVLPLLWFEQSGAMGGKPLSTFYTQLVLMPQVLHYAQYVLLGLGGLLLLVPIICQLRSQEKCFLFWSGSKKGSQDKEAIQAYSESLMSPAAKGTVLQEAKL
AddAB inh – less growth of phage-infected E. coli with AddAB | actives 0.29% (n = 330,000) | E. coli expressing H. pylori AddAB, absorbance growth | inhibition, % at 11.9 µM; in the data active means inhibition above about 12%;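 further: 0% = vehicle wells of infected cells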
SR-BI DiI-HDL act – activators of SR-BI mediated HDL lipid uptake; actives 0.096% (n = 320,000); activation, % at 12.5 µM; AID 504775; CHO ldlA[mSR-BI] cells, DiI-HDL uptake fluorescence, 3 h; 100 = double the neutral-control signal;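 active means mean replicate activation of at least 60% and every replicate at or above 60%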;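 further: 0% = median plate neutral-control signal and 100% = twice that signal; values of inactives mirror those of a sister screen read the other way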
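Material: SR-BI-overexpressing, LDLR-lacking CHO cells; schedule: compound exposure 3 h, 37 °C; reagent: DiI-labelled HDL at 10 µg/mL final; technique: bottom-read fluorescence, 550/595 nm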
CAL PDZ FP-1 – blocks peptide binding to the human CAL PDZ domain. Q9HD26. purified CAL PDZ, TMR-peptide fluorescence polarization, 1 h. inhibition, % at 24.9 µM. AID 602252. actives 0.92% (n = 300,000);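 active means mean inhibition of at least 30% with at least half of replicates also reaching 30%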;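 further: 0% = DMSO neutral control and 100% = excess unlabeled competitor peptide PRC23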
Tat transport – E. coli Tat transport inhibition; E. coli MC4100 TorA-mCherry Tat export, fluorescence; inhibition, % at 10 µM; actives 0.036% (n = 340,000); AID 488895;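 active means mean replicate inhibition at least 50% and at least half of replicates individually reaching 50%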;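 further: exported cargo escapes ClpAP degradation while cytoplasmic cargo is degraded and loses fluorescence; 0% = median of neutral control wells and 100% = median of NaSCN control wells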
MITF act – increases MITF-driven TRPM1 promoter luciferase signal | SK-MEL-5 TRPM1-promoter luciferase, 24 h; % of positive control, neutral wells = 0 | activation, % at 12.5 µM | actives 0.75% (n = 300,000);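 active means mean activation of at least 80% with every replicate also reaching 80%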;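 further: 0% = neutral control wells and 100% = parthenolide positive control wells; values of inactives mirror those of a sister screen read the other way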
CAL PDZ FP-2 – human CAL PDZ-peptide interaction inhibition; AID 504414; inhibition, % at 20 µM; purified CAL PDZ, TMR-peptide fluorescence polarization, 1 h; Q9HD26; actives 0.02% (n = 330,000);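 active means highest replicate inhibition of at least 40%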;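 further: plate controls were DMSO neutral control wells for no effect and unlabeled competitor peptide control wells for full effect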
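Material: tagged CAL PDZ protein CerCALP, purified; buffer or medium: sodium phosphate/NaCl buffer pH 7.4 with TCEP, IgG, Thesit; also added: fluorescent TMR peptide probe; schedule: 1 h incubation at room temperature before polarization reading; technique: fluorescence polarization from S- and P-plane intensities, G-factor corrected; control set: unlabelled peptide and DMSO controls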
Ecoli viability – bacterial growth inhibition, counter-screen for AddAB inhibitors; E. coli V3065 growth, OD600 absorbance, 18 h; inhibition, % at 11.9 µM; actives 0.27% (n = 330,000);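 active means inhibition above the campaign's mean inhibition across all tested compounds plus 3 SD, cut at about 9.9% in these data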;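 further: uninfected addAB+ strain grown without phage in ampicillin broth; 0% = DMSO wells and 100% = ciprofloxacin 0.95 µg/ml wells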
phage Ecoli inh – E. coli growth loss with phage present. growth absorbance. inhibition, % at 11.9 µM. actives 0.26% (n = 360,000). AID 651602; in the data active means inhibition above about 11%
Wnt act – activates Wnt/beta-catenin signaling in a reporter cell assay. activator, plate reader. actives 1.2% (n = 300,000). activation, % at 9.35 µM; in the data active means activation above about 30%, passing the limit was not always enough;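 further: 0% = neutral control wells and 100% = positive control wells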
* hit, by the source's call; nt = no result given.

Each structure is followed by: SR-BI DiI inh | AddAB inh | SR-BI DiI-HDL act | CAL PDZ FP-1 | Tat transport | MITF act | CAL PDZ FP-2 | Ecoli viability | phage Ecoli inh | Wnt act
CNc1nc(-c2c(C)n(C)c3ccc(OC)cc23)cs1
 : 8 | 1.5 | -8 | -1 | -10 | -17 | -1.4 | 0.0 | 3.9 | 2
CC(=O)Nc1ccc(S(=O)(=O)NC2(C(F)(F)F)NC(=O)N(c3ccc(Cl)cc3)C2=O)cc1 (centres undefined)
 : -25 | 1.4 | 25 | 0 | 6 | -8 | -3.2 | 2.3 | 1.4 | nt
CCOC(=O)/C(=C/c1ccc(OC)cc1)NC(=O)c1ccco1
 : 32 | -0.3 | -32 | -4 | -1 | 0 | -2.4 | 1.2 | 4.8 | nt
COC(=O)c1cc(C(=O)c2ccccc2)n2c(=O)/c(=C\N(C)C)sc12
 : nt | -0.4 | nt | nt | nt | nt | nt | -0.3 | 1.5 | -2
COc1cc(C)c(NC(=S)Nc2ccc(C)c(Cl)c2)cc1OC
 : -2 | 1.2 | 2 | -4 | 0 | 3 | -0.1 | -1.6 | 0.3 | -2
Cc1ccc(-c2nnc(C)c(N3CCCC3)n2)cc1
 : 7 | 3.2 | -7 | -3 | -11 | 4 | -0.8 | 1.7 | 1.6 | -1
O=C1CC(c2ccccc2)CC(O)=C1C=NCc1ccc(Cl)c(Cl)c1 (centres undefined)
 : -9 | 0.9 | 9 | 1 | 0 | -14 | -2.7 | 0.4 | 1.9 | 0
CC1CCCCN1C(=O)CCC(=O)Nc1nnc(C(F)(F)F)s1 (centres undefined)
 : nt | 1.9 | nt | -6 | -5 | 3 | -1.6 | -2.2 | 3.0 | -3
CCOc1ccc(CNC(=O)C2CC(=O)N(C3CCCC3)C2)cc1OC (centres undefined)
 : -8 | -0.6 | 8 | 0 | -6 | 2 | 0.0 | -3.2 | -0.2 | nt
Cc1nn(-c2ccccc2)c(C)c1NC(=O)CCl
 : -20 | -1.6 | 20 | -2 | -1 | -4 | -0.6 | -1.8 | 2.8 | nt
O=C(O)c1cccc2c1C(=O)c1ccc(-c3ccc(F)cc3OCc3ccccc3)cc1S2(=O)=O
 : -8 | -0.2 | 8 | 7 | 8 | 7 | 0.0 | -1.8 | nt | nt
N#CC(C(=O)NCCc1ccccc1)c1nc2ccccc2nc1N1CCOCC1 (centres undefined)
 : -5 | -2.2 | 5 | 1 | 4 | 1 | -0.1 | 2.3 | 2.2 | nt
O=C(CN1C(=O)NC2(CCCC2)C1=O)N1CCN(S(=O)(=O)c2ccccc2)CC1
 : -24 | 1.2 | 24 | nt | -5 | -3 | -1.5 | -1.5 | 5.1 | -1
CN(Cc1ccccc1)C(=O)C1CCN(S(=O)(=O)c2ccc(-n3cnnn3)cc2)CC1
 : -1 | 3.9 | 1 | 3 | 0 | 9 | -2.8 | 0.1 | 3.6 | 0
Cc1ccc(-c2n[nH]c3c2C(c2cccc(O)c2)N(c2ccc(C(=O)O)cc2)C3=O)cc1 (centres undefined)
 : nt | 2.3 | nt | 8 | 9 | 0 | -5.7 | 0.0 | -0.1 | 0
O=C(COC(=O)c1ccc(Br)c(S(=O)(=O)N2CCOCC2)c1)NCCc1ccccc1
 : -3 | 2.1 | 3 | -7 | 7 | -10 | -0.5 | 4.3 | 3.9 | 3
O=C(CCc1ccccc1)NNC(=O)Cc1ccccc1
 : -27 | 3.4 | 27 | -2 | -6 | 5 | 0.4 | 0.3 | 2.4 | 0
COc1ccc(-c2nnc(CSc3nc4ccccc4c(=O)n3C)o2)cc1OC
 : -23 | 1.1 | 23 | -2 | 0 | -2 | nt | -0.7 | nt | -2
COc1ccc(N(C)C(=O)c2cc3c(s2)-c2c(C)cccc2OC3)c(OC)c1
 : nt | 2.2 | nt | 3 | 5 | -5 | -0.3 | 0.0 | 0.5 | -12
Cc1ccccc1NC(=O)Cc1nnc(SCC(=O)N2CCOCC2)n1C
 : -20 | 0.0 | 20 | -5 | -1 | -4 | -2.6 | 0.7 | 0.0 | 2
O=C(c1ccccc1)N1CCN(c2ncnc3c2cnn3-c2ccccc2)CC1
 : 37 | 0.9 | -37 | -3 | 1 | nt | -4.4 | 0.1 | 0.0 | nt
O=C(c1ccc([N+](=O)[O-])cc1)N1CCN(c2ncccn2)CC1
 : -22 | 0.2 | 22 | -5 | 10 | -5 | -0.5 | -0.9 | 4.1 | -1
CC(NC(=O)CCC(=O)NC(C)c1ccccc1)c1ccccc1 (centres undefined)
 : -21 | 2.4 | 21 | -4 | 0 | nt | -0.2 | -1.0 | -0.4 | -1
CC(=C1C(=O)c2ccccc2C1=O)N1CCN(CCN=CC2=C(O)CC(C)(C)CC2=O)CC1
 : -53 | 1.5 | 53 | -2 | -9 | 10 | -0.4 | 1.6 | 3.1 | 1
COC(=O)C1=C(C)N(c2ccc(C)c(C)c2)/C(=C/c2ccc(O)cc2)C1=O
 : 0 | 2.5 | 0 | 0 | -4 | -7 | -1.0 | -2.1 | 3.7 | -8
CC(C)c1ccc(/C=N\NC(=O)c2ccc(Cn3cccn3)o2)cc1
 : 6 | 1.1 | -6 | -6 | 2 | 49 | -2.4 | 3.0 | 1.7 | 1
CCOC(=O)c1cc(-c2ccccc2)nc2ccc(C)cc12
 : 8 | 2.9 | -8 | -3 | 8 | 8 | -0.1 | 0.6 | 0.9 | 2
CN(Cc1ccccc1)C(=O)c1ncn(Cc2ccccc2)c1C(=O)N(C)Cc1ccccc1
 : 6 | -0.8 | 1 | -3 | -1 | 9 | 0.1 | -3.8 | -0.4 | -5
O=C(Nc1cc([N+](=O)[O-])ccc1O)c1cccc([N+](=O)[O-])c1
 : 11 | 5.0 | -11 | -5 | -8 | 31 | -14 | 0.3 | -1.4 | 6
Cc1cccc(C)c1OCc1cc(C(=O)N2CCNC(=O)C2)no1
 : 11 | 3.1 | -11 | -6 | -7 | 12 | -2.3 | 1.7 | 2.9 | 3
Cc1nn(-c2ccccc2)c(N2CCCC2)c1/C=N/n1cnc2scc(-c3ccccc3)c2c1=O
 : -12 | 0.2 | 12 | -1 | 2 | -10 | -1.2 | 3.0 | 2.7 | nt
COc1cccc(NC(=O)CCNS(=O)(=O)c2ccc(Br)s2)c1
 : -13 | 5.4 | 13 | -1 | 1 | -7 | -2.6 | 2.3 | 2.8 | -1
COc1ccc(C(C(=O)NCc2ccccc2)N(C(=O)c2snc(C(N)=O)c2N)C2CCCC2)cc1 (centres undefined)
 : -8 | 0.9 | 8 | -1 | 6 | -5 | -2.7 | -1.3 | 1.0 | -2
Cc1nc(-c2ccc3c(c2)OCCCO3)cs1
 : -3 | 4.9 | 3 | -14 | 4 | 63 | -0.3 | 0.3 | -0.2 | -2
Cc1ccc(C(=O)Nc2ccc(C(=O)O)cc2)cc1S(=O)(=O)NCc1ccccc1
 : 2 | -0.4 | -2 | -11 | -4 | 19 | -6.2 | 0.4 | 1.1 | 1
CCCCn1c(SCC(=O)NCCc2ccc(OC)c(OC)c2)nc2c1c(=O)n(C)c(=O)n2C
 : -5 | 2.8 | 5 | nt | 5 | 3 | -2.0 | -1.4 | 1.5 | nt
Cc1ccsc1S(=O)(=O)N1CCCC(CCC(=O)NCc2ccccc2F)C1 (centres undefined)
 : 12 | -1.8 | -12 | -4 | 5 | -15 | -0.3 | -0.8 | 3.8 | -1
CCOc1c(C)cnc2c1c(=O)n(Cc1ccccc1F)c(=O)n2C
 : 0 | -2.1 | 0 | nt | 0 | 4 | -0.4 | -0.6 | -0.2 | 6
O=S(=O)(c1ccc(C(F)(F)F)cc1)N1CCN(CCc2ccccc2)CC1
 : nt | 1.6 | nt | -4 | -2 | -2 | -1.2 | -0.4 | 0.2 | 0
COc1ccc2nc(SCC(=O)/C(C#N)=C(\C)N)[nH]c2c1
 : -3 | 1.6 | 3 | -4 | 5 | 49 | 0.0 | -0.6 | 0.3 | -4

Further records.
| Molecule | SR-BI DiI inh | AddAB inh | SR-BI DiI-HDL act | CAL PDZ FP-1 | Tat transport | MITF act | CAL PDZ FP-2 | Ecoli viability | phage Ecoli inh | Wnt act |
| --- | --- | --- | --- | --- | --- | --- | --- | --- | --- | --- |
| COc1ccc(S(=O)(=O)NC(N)=NCCc2ccc(OC)c(OC)c2)cc1C | 3 | 4.0 | -3 | -1 | 4 | 14 | -2.1 | 2.0 | 3.6 | -1 |
| O=C(COc1ccc2c3c(c(=O)oc2c1)CCC3)Nc1ccc(CCO)cc1 | 12 | -1.1 | -12 | 2 | 4 | 2 | -1.9 | -1.6 | 1.8 | 0 |
| Fc1ccc(OCCOCCNCC2CCCO2)cc1 (centres undefined) | -5 | 1.6 | 5 | -4 | 20 | 4 | -1.8 | -3.6 | -0.5 | nt |
| O/N=C/c1cn(-c2ccccc2)nc1-c1ccc2c(c1)OCCO2 | nt | 3.9 | nt | -5 | 4 | 41 | -3.4 | 0.3 | 1.1 | 21 |
| O=C(c1ccco1)N(c1ccccn1)c1ccccn1 | -18 | 0.7 | 18 | 0 | -1 | -2 | -3.7 | 0.2 | 4.1 | -3 |
| CCCN1C(=O)/C(=C/c2ccc(N3CCCC3)c(C)c2)NC1=S | 87* | 1.7 | -87 | 0 | 2 | 18 | -4.5 | 0.6 | -0.1 | 7 |
| CN1N=C(C(=O)N2CCCC(C(=O)c3cccc(C(F)(F)F)c3)C2)CCC1=O (centres undefined) | 3 | 0.0 | -3 | 1 | 6 | 6 | -0.5 | -2.0 | 5.2 | -2 |
| Fc1ccc(C(c2nnnn2C2CCCC2)N2CCc3ccccc32)cc1 (centres undefined) | 33 | 0.0 | -33 | -1 | -6 | 13 | 0.5 | -1.5 | 2.3 | -3 |
| Cc1cc(Cl)cc2c1NC(=O)[C@]21[C@@H]2C(=O)N(Cc3ccccc3)C(=O)[C@@H]2[C@@H]2CCCN21 | 6 | -1.1 | 18 | -2 | 10 | 6 | -1.4 | 1.1 | 0.9 | -5 |
| Cc1ccc(CCCOC(=O)C[N+]2(C)CCOCC2)cc1 | -15 | -2.0 | 15 | -3 | 7 | 3 | -0.5 | -2.7 | 0.3 | 23 |
| O=C(CS(=O)(=O)c1ccccc1)Nc1ncc([N+](=O)[O-])s1 | nt | 2.9 | nt | nt | 5 | 0 | -0.8 | -4.6 | 3.0 | -3 |
| Cc1nn(-c2ccccc2)cc1C(c1c(N)[nH]c(=S)[nH]c1=O)c1c(N)[nH]c(=S)[nH]c1=O | -12 | 2.9 | 12 | 2 | -15 | 6 | nt | -1.3 | 5.7 | -3 |
| CC(=O)Nc1ccc(S(=O)(=O)N2CCC(c3nc4c(nnn4Cc4ccccc4Cl)c(=O)[nH]3)CC2)cc1 | -16 | 3.4 | 16 | -3 | 2 | -1 | -1.1 | 1.5 | 0.6 | -5 |
